From PubChem BioAssay
Shn3 inh set2: reduction of Shn3 3'UTR firefly luciferase signal, primary screen, Schnurri-3 inhibitor project, cell-based, Clone20 osteoblasts, set 2; 360,000 tested, 0.52% active; AID 588674, 2011; inhibition, % at 12.5 µM; Clone20 osteoblast Shn3 3'UTR firefly luciferase, 24 h;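 active = mean inhibition of at least 75% with every replicate also reaching 75%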;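 also: 0% = median of neutral control wells and 100% = pilot-screen positive control compound; some compounds past the cut are filed as inactive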
TWEAK Fn14 block: inhibitors of TWEAK-Fn14 signaling, primary screen, luciferase reporter cells, uHTS; TWEAK-stimulated Fn14 reporter cells, luciferase luminescence, 8 h; inhibition, % at 10 µM; 360,000 tested, 2% active; in the data active = inhibition above about 50%
CF NFkB block: inhibitors of PAF-induced NF-kB signaling, primary screen, cell-based, GFP fluorescence, uHTS; KKLEB NF-kB-GFP reporter, GFP fluorescence overnight; inhibition, % at 5 µM; 360,000 tested, 0.86% active;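 active = at least 50% inhibition at 5 µM, scaled per plate between neutral and stimulator controls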;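 also: PAF is a Pseudomonas aeruginosa culture filtrate used as stimulus; plate controls were PAF-stimulated DMSO wells for no effect and unstimulated DMSO wells for full effect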
NCOA1 inh: SRC1 coactivator transcriptional activity inhibitors, primary screen, cell-based, luminescence | Nuclear receptor coactivator 1 (Homo sapiens), Q15788 | HEK293 GAL4-SRC1 luciferase reporter | inhibition, % at 3.6 µM | 360,000 tested, 0.12% active | AID 588354, 2011;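 active = inhibition above the campaign mean plus 3 SD, with each screening campaign given its own cutoff, cut at about 60% in these data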;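 also: 0% = DMSO treated cells and 100% = gossypol at 36 µM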
LRH-1 inv ag: LRH-1 (NR5A2) inverse agonists, primary screen, cell-based, luminescence, HEK293T, StAR-luciferase reporter. Nuclear receptor subfamily 5 group A member 2 (Homo sapiens), O00482. LRH-1 transfected, 24 h. inhibition, % at 3.6 µM. 360,000 tested, 0.13% active. AID 602396, 2012;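 active = inhibition above the mean inhibition of all tested compounds plus 3 SD, cut at about 73% in these data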;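 also: 0% = DMSO wells and 100% = reporter-only cells lacking LRH-1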
Target sequence (O00482 whole entry, looked up): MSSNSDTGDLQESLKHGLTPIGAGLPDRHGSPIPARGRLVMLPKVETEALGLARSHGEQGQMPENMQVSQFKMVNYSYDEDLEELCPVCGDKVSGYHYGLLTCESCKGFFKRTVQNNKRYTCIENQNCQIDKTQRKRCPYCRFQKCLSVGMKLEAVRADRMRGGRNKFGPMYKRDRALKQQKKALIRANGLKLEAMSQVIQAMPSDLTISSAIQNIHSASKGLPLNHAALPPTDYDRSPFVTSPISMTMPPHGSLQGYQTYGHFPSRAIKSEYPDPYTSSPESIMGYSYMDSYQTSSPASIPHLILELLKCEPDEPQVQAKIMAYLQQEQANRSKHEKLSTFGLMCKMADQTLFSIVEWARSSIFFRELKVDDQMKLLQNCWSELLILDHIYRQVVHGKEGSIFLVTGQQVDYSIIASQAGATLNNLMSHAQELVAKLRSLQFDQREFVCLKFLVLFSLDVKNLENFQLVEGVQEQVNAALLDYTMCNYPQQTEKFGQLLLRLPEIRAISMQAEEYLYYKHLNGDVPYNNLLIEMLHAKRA
SRC3 inh: SRC3 coactivator transcriptional activity inhibitors, primary screen, cell-based, luminescence | Nuclear receptor coactivator 3 (Homo sapiens), Q9Y6Q9 | HEK293 GAL4-SRC3 luciferase reporter | inhibition, % at 3.6 µM | 360,000 tested, 0.17% active | AID 588352, 2011;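 active = inhibition above a per-campaign cutoff, the mean of all compounds plus 3 SD, cut at about 60% in these data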;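 also: 0% = DMSO-treated cells and 100% = gossypol-treated cells at 36 µM; higher means less SRC3-driven luciferase light from the GAL4 reporter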
EBV LMP1 NFkB: EBV LMP1-driven NF-kappaB luciferase reporter inhibitors, primary screen, cell-based, luminescence, single point. LMP1-induced NF-kappaB luciferase reporter cells. inhibition, % at 12.5 µM. 350,000 tested, 0.69% active; in the data active = inhibition above about 41%;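 also: 0% = neutral control wells and 100% = reference inhibitor control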
C8 TRAIL sens: viability loss with TRAIL in NB7+C8 cells, primary screen, TRAIL sensitizer project, cell-based, ATPlite luminescence | inhibition (viability loss, TRAIL sensitization), % at 10 µM | 360,000 tested, 1% active | AID 624354, 2012;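 active = compounds causing at least 50% loss of cell viability in the single-dose screen, relative to plate controls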
COUP-TFII inh: NR2F2 transcriptional activity inhibitors, primary screen, cell-based, luciferase reporter, HEK293T, luminescence; COUP transcription factor 2 (Homo sapiens), P24468; HEK293T NGFI-A luciferase reporter; inhibition, % at 8.6 µM; 370,000 tested, 0.7% active; AID 686940, 2013;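 active = inhibition above a per-plate cutoff, mean inhibition of test wells between control levels plus 3 SD, cut at about 38% in these data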;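 also: cells cotransfected with COUP-TFII expression vector driving the NGFI-A reporter; 0% = median of COUP-TF2 test wells and 100% = reporter-only cells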
Target sequence (P24468 whole entry, looked up): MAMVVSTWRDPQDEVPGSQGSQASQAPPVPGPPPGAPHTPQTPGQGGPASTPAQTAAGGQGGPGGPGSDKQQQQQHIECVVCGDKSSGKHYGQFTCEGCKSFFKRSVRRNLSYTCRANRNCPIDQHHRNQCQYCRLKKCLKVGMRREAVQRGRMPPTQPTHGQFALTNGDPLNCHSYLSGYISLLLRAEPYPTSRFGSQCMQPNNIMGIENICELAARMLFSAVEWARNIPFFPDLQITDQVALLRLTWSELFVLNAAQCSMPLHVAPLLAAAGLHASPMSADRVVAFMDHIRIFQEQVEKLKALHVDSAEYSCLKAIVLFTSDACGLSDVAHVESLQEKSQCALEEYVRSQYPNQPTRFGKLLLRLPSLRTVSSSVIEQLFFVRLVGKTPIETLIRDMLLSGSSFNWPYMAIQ
KKLEB cytotox: cytotoxicity in KKLEB CF airway cells, primary screen, cytotoxicity control for CF NF-kB inhibitor project, cell-based, uHTS, fluorescence assay plates | KKLEB CF airway cells viability, ATPlite luminescence, overnight; stronger effect = lower value; cells stimulated with P. aeruginosa culture filtrate | activity change (cytotoxicity), % at 5 µM | 360,000 tested, 0.36% active | AID 602141, 2011;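 active = corrected activity change at or below -50% at 5 µM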
TROY NFkB inh: inhibitors of TROY-driven NF-kB signaling, primary screen, Q293 LMP1-TROYcd cells, NF-kB luciferase, uHTS; 360,000 tested, 0.98% active; AID 1347056, 2019; inhibition, % at 10 µM; Q293 LMP1-TROYcd NF-kB luciferase reporter, 4 h;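 active = compounds whose plate-normalised and pattern-corrected inhibition of the luciferase reporter signal at the single screening dose is 50% or more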
* = called active by the depositor; . = not tested or not shown. Only part of the results is shown. The share of hits here may be higher or lower than overall.

Below each compound: Shn3 inh set2 | TWEAK Fn14 block | CF NFkB block | NCOA1 inh | LRH-1 inv ag | SRC3 inh | EBV LMP1 NFkB | C8 TRAIL sens | COUP-TFII inh | KKLEB cytotox | TROY NFkB inh
> COc1ccc(CN2CCNC(=O)C2CC(=O)N(C)CCc2cnn(C)c2)c(F)c1 (stereo not drawn)
  -4 | 8 | 4 | -44 | -8 | -14 | -7 | -6 | -13 | 5 | 1
> O=c1c2ccccc2ccc2ccccc12
  7 | 0 | -10 | 5 | 8 | 2 | -3 | -3 | -8 | 3 | -52
> O=C1CC(c2ccc(F)cc2)Sc2nc(C34CC5CC(CC(C5)C3)C4)nn21 (stereo not drawn)
  16 | -22 | 4 | 6 | 5 | 7 | 1 | 3 | -18 | 5 | -19
> COc1ccc(Cl)cc1NC(=O)NCC1CCN(Cc2cc(C)ccc2C)CC1
  42 | 14 | 8 | 10 | 0 | 8 | 6 | -5 | 28 | -10 | 13
> Cc1ccc(S(=O)(=O)N2CCC(C(=O)Nc3ccccc3N3CCCCC3)CC2)cc1
  -16 | 4 | 10 | -6 | 11 | 5 | -7 | 7 | -12 | -2 | 9
> COc1cc(SC)ccc1C(=O)OCC(=O)NC(=O)NC(C)C
  2 | 3 | 2 | 9 | 0 | 6 | -3 | -13 | 13 | 10 | -19
> CCONc1ncnc2nonc12
  15 | -22 | -12 | 3 | 10 | 12 | 5 | -3 | -12 | 7 | 5
> Cc1cc(C(=O)COc2nncc3ccccc23)c(C)n1C
  -44 | 8 | -7 | -19 | 1 | -32 | -4 | -3 | -12 | -1 | 1
> O=c1[nH]c(CN(CCO)CCO)nc2c1C1(CCCCC1)Cc1ccccc1-2
  5 | 2 | 17 | 5 | -11 | 8 | -4 | 16 | -5 | 10 | 14
> S=C1N(c2ccccc2)CN(C2CCCCC2)CN1c1ccccc1
  1 | 38 | 9 | 1 | 8 | 6 | 1 | 8 | 11 | 9 | 15
> CSc1sc(C(=O)NNC(C)=O)c2c1C1(CCC2)SCCS1
  8 | -13 | 2 | 22 | -6 | 22 | -2 | -16 | -12 | 1 | -8
> COc1ccc(-c2ccc3nncn3c2)cn1
  -10 | -5 | 3 | -4 | -14 | 4 | . | -14 | -15 | -5 | -14
> COc1ccccc1NS(=O)(=O)c1cccc(NC(=O)c2cc3ccccc3oc2=O)c1
  -26 | -49 | 5 | -108 | -114 | -73 | -20 | 9 | -31 | -22 | -62
> Cc1ccccc1OCCCC(=O)Nc1ccc(S(=O)(=O)Nc2onc(C)c2C)cc1
  -9 | 14 | 13 | 10 | -8 | -10 | -3 | -8 | -14 | 3 | -6
> Cc1ccc(CNC(=O)c2ccc3c(=O)n(CC4CCCO4)c(=S)[nH]c3c2)cc1 (stereo not drawn)
  15 | 14 | 1 | -5 | 7 | 5 | 0 | 9 | 3 | -4 | 18
> O=C(COc1ccc(Cl)cc1Br)N1CCN(S(=O)(=O)c2ccccc2)CC1
  9 | -8 | 23 | 2 | -13 | 13 | -3 | 9 | -11 | 4 | 6
> Cc1ccc(-c2nn(-c3ccccc3)cc2/C=N/n2c(-c3ccncc3)n[nH]c2=S)cc1
  -32 | -16 | 0 | -32 | 8 | 0 | 0 | 0 | -3 | 12 | -33
> CCS(=O)(=O)NCC(c1cccnc1)N1CCN(c2ccccc2F)CC1 (stereo not drawn)
  0 | -2 | 11 | -13 | -4 | -5 | 2 | -6 | 2 | 0 | 6
> COc1ccc(NC(C)=O)cc1NC(=O)c1ccc(Cl)cc1
  14 | -13 | 10 | -9 | -9 | 14 | 6 | 1 | 16 | -1 | 1
> CC(=O)Nc1ccc(S(=O)(=O)N(C)CC(=O)NCCC2=CCCCC2)cc1
  13 | 8 | -10 | 1 | -10 | -10 | -1 | -12 | -16 | 8 | -12
> CCOC(=O)c1ccc(NC(=O)c2c(C)[nH]c(C(=O)OCC)c2C)cc1
  -3 | -17 | 7 | -6 | 4 | 6 | 13 | 31 | 5 | 0 | -2
> COc1ccccc1C(=O)NCCC(=O)NCCCSc1ccccc1
  8 | -14 | -9 | -6 | 2 | 28 | 0 | 4 | -3 | 7 | 9
> COCCn1c(Cc2ccccc2)nnc1SCC(=O)NC1CCCCC1
  -5 | 3 | -18 | 4 | 24 | 12 | -1 | 8 | 13 | -3 | -6
> O=S(=O)(c1ccccc1)N1CCC(O)(CSc2ccc(Cl)cc2)CC1
  59 | 28 | 13 | -14 | 19 | 32 | 27 | 24 | 54* | -3 | 30
> CC(=O)c1cccc(CN2CCN(C(C)C)C(CCO)C2)c1 (stereo not drawn)
  3 | 9 | 7 | -14 | -21 | 8 | 1 | -14 | 7 | 11 | 5
> Cc1cccc(C(C)C)c1NC(=O)COC(=O)c1cc2ccccc2oc1=O
  -16 | 0 | 13 | 8 | 5 | 19 | -1 | -8 | -5 | -9 | -31
> Cc1nnc(SC(C)C(=O)NCC2CCCO2)s1 (stereo not drawn)
  -6 | -6 | 20 | 3 | -5 | 15 | 1 | -12 | -22 | -8 | 22
> Cc1ccnc(NC(=O)CCC(=O)N(CC(=O)NC2CCCCC2)C2CCCC2)c1
  19 | -4 | 4 | 1 | -7 | 21 | -2 | 15 | -2 | -2 | 4
> O=C(COC(=O)c1ccccc1)NC1CCCC1
  -10 | 12 | -4 | -21 | 6 | 7 | -8 | -7 | -2 | 12 | -13
> C[C@H]1CN([C@@H](C)CO)C(=O)c2cc(Br)cnc2O[C@H]1CN(C)C(=O)Cc1ccccn1
  10 | 3 | -10 | 6 | 5 | 12 | 0 | -10 | -3 | -14 | -1
> CC(=O)c1ccc(-c2cnc3c(NC=O)cc(-c4cccc(C(=O)N(C)C)c4)cn23)cc1
  26 | 17 | 33 | -2 | 5 | 7 | . | 6 | -27 | -7 | 11
> CC1=Nc2ccc(Br)cc2C(c2ccccc2)N1CC(=O)O (stereo not drawn)
  -4 | 7 | -9 | 9 | 13 | 12 | -2 | 1 | 3 | 28 | 9
> COC(=O)c1ccc(C2N=C(c3cccs3)CC(c3ccccc3O)N2)cc1 (stereo not drawn)
  1 | 9 | 36 | -22 | -1 | -13 | 7 | -4 | -3 | -5 | -31
> O=[N+]([O-])c1ccccc1N=Nc1ccc(O)cc1O
  -37 | -30 | -21 | -35 | -11 | -34 | . | 0 | -6 | 8 | -24
> COc1cc(NC(=O)CSCC(=O)N(C)C2CCCCC2)cc(OC)c1
  1 | 17 | -17 | -14 | -18 | -19 | 0 | -6 | 18 | 7 | -5
> CCn1c(CNC(=O)c2ccco2)nnc1SCC(=O)Nc1ccc(Br)cc1F
  -9 | 7 | -9 | -11 | -3 | -4 | 4 | -2 | -1 | 6 | -14
> CC(=O)Nc1ccc(C(=O)N/N=C/c2ccccc2OC(=O)c2ccc(Cl)cc2)cc1
  32 | 4 | -16 | -2 | -11 | -6 | 8 | 13 | -4 | 6 | 14
> O=C(c1cccs1)N1C[C@H](n2cc(-c3ccc(F)cc3)nn2)[C@@H](O)C[C@@H]1c1ccc(Cl)cc1
  7 | 4 | 6 | 6 | 2 | 4 | -7 | 21 | -1 | -15 | -10
> COc1ccc(S(=O)(=O)N2CCOCC2)cc1NC(=O)COc1ncnc2ccccc12
  -11 | 3 | 8 | -1 | 14 | 4 | -3 | 0 | -2 | -1 | 2
> N=C1CCCC1C(=S)SCCC(N)=O (stereo not drawn)
  2 | -4 | -24 | -2 | 0 | -2 | 3 | 10 | -15 | 12 | -10
> CSCC(C)N1CCC(CCC(=O)NC2CC2)CC1 (stereo not drawn)
  -4 | 5 | 9 | -15 | 10 | -13 | -10 | -14 | -9 | 3 | -14
> Cc1nn(C)cc1-c1cc(C(=O)O)c2ccccc2n1
  12 | -10 | 8 | 7 | 11 | 11 | -6 | -1 | -8 | -4 | -6
> Cc1cc(Cl)ccc1OCC(=O)NCCC(=O)O
  1 | -20 | 8 | 14 | 13 | 10 | -6 | -3 | 6 | -3 | 1
> Cc1nc2sc3c(c2c(=O)o1)CC(C)(C)OC3
  -4 | 6 | 3 | -79 | -1 | -6 | 4 | 4 | -8 | -1 | -3
> Cc1ccc([N+](=O)[O-])cc1NC(=O)c1ccc2c(c1)OCO2
  -17 | -7 | 5 | -6 | -1 | 4 | 3 | 11 | -11 | 5 | -2

Some of the entries above, reformatted.
SMILES	Shn3 inh set2	TWEAK Fn14 block	CF NFkB block	NCOA1 inh	LRH-1 inv ag	SRC3 inh	EBV LMP1 NFkB	C8 TRAIL sens	COUP-TFII inh	KKLEB cytotox	TROY NFkB inh
O=C1CC(c2ccc(F)cc2)Sc2nc(C34CC5CC(CC(C5)C3)C4)nn21 (stereo not drawn)	16	-22	4	6	5	7	1	3	-18	5	-19
COC(=O)c1ccc(C2N=C(c3cccs3)CC(c3ccccc3O)N2)cc1 (stereo not drawn)	1	9	36	-22	-1	-13	7	-4	-3	-5	-31
Cc1cc(Cl)ccc1OCC(=O)NCCC(=O)O	1	-20	8	14	13	10	-6	-3	6	-3	1

Other records:
Below each compound: Shn3 inh set2 | TWEAK Fn14 block | CF NFkB block | NCOA1 inh | LRH-1 inv ag | SRC3 inh | EBV LMP1 NFkB | C8 TRAIL sens | COUP-TFII inh | KKLEB cytotox | TROY NFkB inh
> COc1ccc(-c2[nH]nc3c2C(c2ccsc2)C(C#N)=C(N)O3)cc1 (stereo not drawn)
  -11 | 20 | 12 | -7 | 34 | 13 | -1 | -22 | 15 | -6 | 8
> CCN(CC)S(=O)(=O)c1ccc(N2CC(C(=O)NCc3ccco3)CC2=O)cc1 (stereo not drawn)
  -1 | 13 | 6 | -3 | 16 | 0 | 1 | 0 | -4 | -2 | 9
> CC(C)CCCN1C(Nc2ccccc2)=NC[C@@H]1Cc1ccccc1
  6 | -7 | 15 | -6 | 10 | 5 | 3 | 14 | . | -15 | -11
> CC(C)(C)NC(=O)C1c2ccccc2OCC(=O)N1C1CC1 (stereo not drawn)
  . | 4 | . | . | -10 | . | . | -7 | 5 | . | -8
> COc1ccc(CCNS(=O)(=O)c2cccc(C(=O)O)c2)cc1OC
  -15 | -12 | 3 | -6 | -11 | 7 | -1 | 8 | -5 | 8 | -16

Shown as a hit in COUP-TFII inh (from the list above):
smiles	Shn3 inh set2	TWEAK Fn14 block	CF NFkB block	NCOA1 inh	LRH-1 inv ag	SRC3 inh	EBV LMP1 NFkB	COUP-TFII inh
O=S(=O)(c1ccccc1)N1CCC(O)(CSc2ccc(Cl)cc2)CC1	59	28	13	-14	19	32	27	54*
